Screening data as filed in PubChem.
D2 potentiator = HTS Assay for Positive Allosteric Modulators of the Human D2 Dopamine Receptor: Primary Screen for Potentiators; D(2) dopamine receptor (Homo sapiens), P14416; HEK293 T-REx D2, calcium flux, EC20 dopamine potentiation; potentiation, % at 10 µM; 0.34% of 340,000 active; AID 485347, 2010;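 active = potentiation over 3 SD above the plate norm, cut at about 30% in these data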; note: 0% is about no effect
Target sequence (P14416 whole entry, looked up): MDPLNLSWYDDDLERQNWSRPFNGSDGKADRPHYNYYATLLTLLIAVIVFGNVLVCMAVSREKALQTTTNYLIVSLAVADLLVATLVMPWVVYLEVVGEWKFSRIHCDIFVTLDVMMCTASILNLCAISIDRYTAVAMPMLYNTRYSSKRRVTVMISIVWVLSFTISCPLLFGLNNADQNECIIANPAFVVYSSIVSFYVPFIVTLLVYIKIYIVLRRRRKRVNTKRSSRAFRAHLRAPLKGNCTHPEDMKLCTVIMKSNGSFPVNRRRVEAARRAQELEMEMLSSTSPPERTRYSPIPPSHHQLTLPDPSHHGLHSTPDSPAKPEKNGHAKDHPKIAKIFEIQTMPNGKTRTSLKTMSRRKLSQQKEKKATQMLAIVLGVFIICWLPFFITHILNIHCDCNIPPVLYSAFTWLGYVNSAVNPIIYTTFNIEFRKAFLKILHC
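Using a no-wash calcium dye in inducible, force-coupled HEK293 Trex cells expressing D2, we tracked fluorescence each second for 180 s after compound, then for 180 s after EC20 dopamine to detect augmented signalling.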
D2 ag = HTS Assay for Allosteric Agonists of the Human D2 Dopamine Receptor: Primary Screen for Agonists; 0.53% of 340,000 active; HEK293 T-REx D2 cells, calcium flux agonist mode; AID 485358, 2010; D(2) dopamine receptor (Homo sapiens), P14416; activation, % at 2 µM;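 active = activation over 3 SD above normal in the single-dose calcium agonist read, cut at about 30% in these data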; note: 0% is about no effect
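Tetracycline-induced HEK293 T-REx cells with force-coupled D2 receptor, plated overnight at 30 C, loaded with no-wash calcium dye. After a 10 s baseline, compound was pin-added and calcium flux read kinetically for 180 s; calcium rises flagged agonists.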
RXFP1 agonist = qHTS Assay for Agonists of the Relaxin Receptor RXFP1 | HEK293T-RXFP1 cAMP TR-FRET, 30 min; response scale: percent of porcine relaxin response, buffer zero | Potency, µM (top dose mostly 57.5 µM), inactives show top-dose activation, most hits filed as activators | 0.3% of 370,000 active | AID 2676, 2010; active = well fitted activation curve with a large enough effect; inconclusive = small, poorly fitted or top-dose-only effect; note: potency is the fitted concentration of half-maximal effect; % is set by controls: 0 for no effect and ±100 for the full control effect; nearly all actives have a fitted effect of over 60% in size; many of its hits are not listed in these tables
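cAMP rise read by TR-FRET after 30 min, 37C compound exposure (up to 58 uM) in RXFP1-transfected HEK293 cells with Ro 20174 present. EC50 from Hill-equation fits, with 29 nM porcine relaxin as 100% and buffer as basal.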
D1 ag = Allosteric Agonists of the Human D1 Dopamine Receptor: qHTS; D(1A) dopamine receptor (Homo sapiens), P21728; HEK293 T-REx D1 cells, calcium flux, agonist mode; activation, % at 2 µM; 1% of 360,000 active; AID 504660, 2011; in the data active = activation above about 30%; note: 0% is about no effect
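Agonism was scored from calcium flux recorded over 180 s (1 read/s) after pintool compound addition, following a 10-cycle baseline. Cells were inducible force-coupled HEK293 TREx D1, plated overnight at 30 C and loaded with no-wash calcium dye.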
TRHR enhancer = qHTS for Small Molecule Agonists and Allosteric Enhancers of Human TRH Receptor: Primary Screen for Enhancers | enhancement, % at 2 µM | TRHR cells, fluo-8 calcium fluorescence, EC20 TRH enhancement | 0.66% of 360,000 active | Thyrotropin-releasing hormone receptor (Homo sapiens), P34981; in the data active = enhancement above about 30%; note: 0% is about no effect
Target sequence (P34981 whole entry, looked up): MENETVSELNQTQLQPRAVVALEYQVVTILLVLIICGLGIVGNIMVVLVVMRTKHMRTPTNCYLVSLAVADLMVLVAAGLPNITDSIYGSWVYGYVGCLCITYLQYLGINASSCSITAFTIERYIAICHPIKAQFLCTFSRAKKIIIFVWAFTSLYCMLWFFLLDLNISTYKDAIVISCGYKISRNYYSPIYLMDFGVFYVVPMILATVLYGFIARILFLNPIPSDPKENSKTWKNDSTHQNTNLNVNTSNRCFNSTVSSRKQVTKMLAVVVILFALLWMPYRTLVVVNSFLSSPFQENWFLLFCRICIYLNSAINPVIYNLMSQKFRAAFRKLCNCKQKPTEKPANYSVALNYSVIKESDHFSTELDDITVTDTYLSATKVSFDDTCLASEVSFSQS
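Enhancer read-out: after compound pinning and an initial kinetic agonist-mode read, an EC20 of TRH (10 nM final) was injected and fluo-8 calcium signal (Ex 480/Em 530) followed at 1 s/cycle for 100 cycles in TRHR-expressing cells.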
D1 PAM = Potentiators of Human D1 Dopamine Receptor: qHTS; AID 504651, 2011; D(1A) dopamine receptor (Homo sapiens), P21728; HEK293 TREx D1 cells, calcium flux, dopamine EC20 potentiation; 0.036% of 360,000 active; potentiation, % at 10 µM; in the data active = potentiation above about 30%; note: 0% is about no effect
D1 antag = Antagonist of Human D 1 Dopamine Receptor: qHTS; D(1A) dopamine receptor (Homo sapiens), P21728; 3.2% of 360,000 active; HEK293 TREx D1 cells, calcium flux, dopamine EC80; stronger effect = lower value; activity change, negative = inhibition, % at 10 µM; AID 504652, 2011; in the data active = activity change below about -30%; note: % is set by controls: 0 for no effect and ±100 for the full control effect
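Tetracycline-induced HEK293 T-REx cells with force-coupled D1 receptor were loaded with a no-wash calcium dye. Compound was added after a 10 s baseline and read kinetically for 180 s; EC80 dopamine was then added and calcium flux followed another 180 s.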
D2 antagonist = HTS Assay for Allosteric Antagonists of the Human D2 Dopamine Receptor: Primary Screen for Antagonists; 2% of 340,000 active; D(2) dopamine receptor (Homo sapiens), P14416; HEK293 TREx D2 cells, calcium flux, dopamine EC80; AID 485344, 2010; inhibition, % at 10 µM; in the data active = inhibition above about 30%; note: 0% is about no effect
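In this primary screen, negative modulation is detected by tracking calcium flux after an EC80 dopamine challenge in inducible HEK293 T-REx D2 cells preexposed to test compound for 180 s.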
RXFP1 antag = qHTS Assay for Antagonists of the Relaxin Receptor RXFP1; Relaxin receptor 1 (Homo sapiens), Q9HBX9; HEK293-RXFP1, relaxin-stimulated cAMP HTRF, 30 min; stronger effect = lower value; activity change, negative = inhibition, % at 57.5 µM; 0.59% of 350,000 active; AID 1259400, 2018;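 active = activity change of -60% or lower, but not beyond a set lower limit; inconclusive = change between -60% and -40%, or beyond the set limit; inactive = change above -40%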; note: % is set by controls: 0 for no effect and ±100 for the full control effect
* = called active by the depositor; ? = inconclusive; . = no result given. An excerpt, so the mix of outcomes need not match the whole.

SMILES	D2 potentiator	D2 ag	RXFP1 agonist	D1 ag	TRHR enhancer	D1 PAM	D1 antag	D2 antagonist	RXFP1 antag
CCN(CC)S(=O)(=O)c1csc(C(=O)Nc2ccccn2)c1	-7	-0.6	4.8%	1	0	-4	4	-2	32
CCOC(=O)N1CCN(CC(=O)Nc2nc3ccccc3s2)CC1	-2	0.4	-0.4%	8	-4	19	-23	5	-11
O=C(/C=C/c1cccc(Cl)c1)NCCN1CCOCC1	2	-0.5	0.2%	2	1	-6	5	-7	2
O=C(NC1CC1)C1=C[C@@H](c2ccc(Br)cc2)C[C@@H](OCCCCO)O1	1	.	-0.2%	-2	1	-1	4	.	.
Cc1ccc(-c2cc(C(=O)OCn3nnc4ccccc4c3=O)c3ccccc3n2)cc1	-4	0.7	2.2%	2	-1	-5	0	-2	-8
COc1ccc(S(=O)(=O)N2CCC(C(=O)NCCN3CCOCC3)CC2)cc1C	-4	0.9	0.3%	1	-6	0	-1	34*	3
CSCC[C@H](NC(=O)OC(C)(C)C)C(=O)N/N=C/c1ccc2nccnc2c1	.	.	-0.2%	1	-3	-5	3	.	-9
C/C(=N\NC(=S)NCc1ccccc1)c1ccc2c(c1)OCCO2	7	0.1	-2.3%	9	-1	-6	-31*	3	-3
CCC(C)NC(=O)c1ccc(NC(=O)C2CCCO2)cc1 (configuration not stated)	1	0.7	2.0%	1	3	-5	-1	-10	-2
Cc1ccc(OCCC(=O)Nc2ccccc2C(=O)NC2CC2)cc1	-3	-0.2	-4.4%	1	10	-6	-2	-13	-4
COc1cc([N+](=O)[O-])ccc1NC(=O)N1CCC2(CC1)Nc1ccccc1-n1cccc12	-8	.	0.2%	-1	2	2	-12	.	-17
O=C(CCNC(=O)c1ccc([N+](=O)[O-])cc1)Nc1ccc(S(=O)(=O)N2CCOCC2)cc1	-12	0.0	0.6%	2	4	-2	-13	5	-9
CCO[C@@H]1OC(C(=O)N2CCCCCCC2)=C[C@H](c2csc3ccccc23)[C@H]1CCCO	-1	0.1	-0.4%	6	1	-4	17	-6	.
CC(C)NS(=O)(=O)c1ccc(OCC(=O)N2CCN(c3cccc(Cl)c3)CC2)cc1	15	0.9	-2.3%	19	26	-7	-28	.	.
CCOC(=O)C1CCN(Cc2nnnn2CCc2ccccc2)CC1	23	-0.7	-1.1%	2	25	-1	9	-1	-3
C=CCNC(=O)c1ccc(NC(=O)C2=CSCCO2)cc1	4	-0.4	-1.1%	0	16	-5	-4	2	1
O=S(=O)(c1ccc(F)cc1)N1CCN=C1SCc1cccnc1	0	-0.4	-0.7%	6	-3	-1	-10	13	-4
Cc1noc(C)c1CSc1ncnc2sc3c(c12)CCCCC3	-6	1.0	4.6%	2	-4	5	-1	-1	-6
Oc1ccc(C=Nc2cccc3ncccc23)c(O)c1	3	0.8	0.2%	-2	5	0	-4	3	12
CC(C)CCN(C(=O)c1cn2ccccc2n1)c1c(N)n(Cc2ccccc2)c(=O)[nH]c1=O	-4	0.3	0.6%	1	3	4	-4	0	-6
O=C(CSCc1cccc(F)c1)N1CCN(c2ccccc2)CC1	2	0.7	1.0%	6	0	-3	-4	-29	-7
CCOC(=O)c1[nH]c2ccc(F)cc2c1N=C(C)N(CC)CC	1	13	0.6%	22	-15	0	-3	19	-3
COc1ccc(C)cc1NC(=O)NC(C)c1ccncc1 (configuration not stated)	5	0.5	3.1%	2	-2	-15	-32*	-6	-2
Cn1c(N2CCOCC2)c(/C=N/OC(=O)c2cccnc2Cl)c2ccccc21	-8	-0.4	-0.8%	3	3	-2	-5	4	15
O=S(=O)(c1ccc(-n2cnnn2)cc1)N(C1CCCCC1)C1CCCCC1	3	-0.4	1.0%	2	-4	-1	5	3	-4

An excerpt from above with just D2 antagonist and D2 potentiator:
Structure	D2 antagonist	D2 potentiator
CCO[C@@H]1OC(C(=O)N2CCCCCCC2)=C[C@H](c2csc3ccccc23)[C@H]1CCCO	-6	-1
O=C(CSCc1cccc(F)c1)N1CCN(c2ccccc2)CC1	-29	2
O=S(=O)(c1ccc(-n2cnnn2)cc1)N(C1CCCCC1)C1CCCCC1	3	3

(further entries)
SMILES	D2 potentiator	D2 ag	RXFP1 agonist	D1 ag	TRHR enhancer	D1 PAM	D1 antag	D2 antagonist	RXFP1 antag
CN(C(=O)Nc1ccc(S(=O)(=O)N(C)C)cc1)C1CCCCC1	-5	0.6	-0.1%	4	4	-1	9	-1	5
COc1ccc(-c2cc(C(F)(F)F)n3nc(C(=O)Nc4ccc(Cl)cc4C(F)(F)F)cc3n2)cc1OC	-4	.	0.7%	-1	8	-1	13	.	1
CCn1c(=O)c2cc(C(=O)NC(C)C)sc2c2ccccc21	-4	-0.2	5.6%	1	-5	0	12	20	0
COC(=O)c1c(NC(=O)CCS(=O)(=O)c2ccccc2)sc2c1CCN(C)C2	-2	-0.3	6.5%	3	16	-2	-12	-6	-9
COc1cc(N2CCOCC2)ccc1C=C(C#N)C#N	-1	1.1	-2.2%	13	-1	7	38	6	-3
NNC(=O)c1ncoc1-c1ccc(Cl)cc1	-4	0.9	-1.2%	4	-7	-4	-26	-6	8
O=C(Cn1c(=O)n(Cc2ccc3c(c2)OCO3)c(=O)c2ccc(C(=O)NC3CCCCC3)cc21)Nc1ccccc1F	-3	0.7	8.4%	4	0	-2	-6	.	-1
O=C(/C(=C/c1ccccc1)n1cncn1)c1ccc(Cl)cc1Cl	.	.	-0.1%	0	12	-3	-12	.	?
CCOc1ccc(NS(=O)(=O)c2ccc(C(=O)NCC(c3ccco3)N3CCCC3)cc2)cc1 (configuration not stated)	0	5.7	1.9%	54*	6	.	32	-9	-19
CCn1cnc2cc(NCc3cccs3)ccc21	-5	20	-0.5%	2	5	-4	-4	14	0
CCCc1nn2cc(-c3ccc(C)c(C)c3)nc2s1	9	-0.7	0.2%	1	7	6	-7	.	.
Clc1ccc(CSc2nnc3ccccn23)c(Cl)c1	17	-0.3	-0.7%	1	4	1	1	-10	-5
Cc1ccc(C(=O)Nc2ccc3c(c2)OCCO3)c(Cl)c1	-4	-0.5	2.7%	-1	-4	-10	-9	2	11
Cc1cccc(NC(=O)c2ccc3c(c2)OCCO3)c1	9	0.7	-1.9%	8	16	.	6	-13	2
COc1ccc(C(=O)OCC(=O)N(C)C2CCS(=O)(=O)C2)cc1S(=O)(=O)N(C)Cc1ccccc1 (configuration not stated)	-3	1.0	-0.8%	0	4	0	2	5	-7
CNC(=S)N/N=C/c1ccc(-c2cccc(C(=O)O)c2)o1	6	1.1	-2.6%	1	1	-6	-16	-5	-6
COc1ccc(CCNC(=O)C2CCCN(C(=O)c3ccc(Cl)cc3)C2)cc1 (configuration not stated)	6	-0.4	4.6%	-1	-8	-3	12	-25	-8
O=C(NCc1ccc(Cl)cc1)C(=O)Nc1ccc(Br)cc1	-1	-0.2	-1.6%	1	-2	-1	8	.	2
CSC1=N/C(=C/c2cccnc2)C(=O)N1Cc1ccc(Cl)cc1	-3	-0.5	1.1%	0	-17	-3	-6	3	3
COC(=O)CNC(=O)C1(C)C=CCN1C(=O)c1ccccc1 (configuration not stated)	7	-0.4	-0.7%	-3	-2	-2	9	-2	.
Cc1ccc(C)c(NC(=S)/C(=C(\[O-])c2ccc(Cl)s2)[n+]2ccccc2)c1	6	-0.5	2.1%	0	-3	4	2	1	0
COc1cc(OC)cc(C(=O)Nc2cc3nn(-c4ccccc4)nc3cc2Cl)c1	30	0.2	-1.6%	0	8	2	3	.	-7
Cn1nnnc1SCCNC(=O)C1CCC(=O)N(CCc2cccc(F)c2)C1 (configuration not stated)	3	-3.1	1.3%	5	1	0	-2	-6	-1
CCC(C(=O)N1CCOCC1)n1nc(C)n2c(cc3cc(C)ccc32)c1=O (configuration not stated)	13	-1.1	4.3%	2	8	-2	-13	3	-12
Cc1ccc(S(=O)(=O)N/N=C(\c2ccccc2)C2CC2)cc1	6	0.1	1.6%	2	-6	0	8	-17	-8
(listing goes on)
SMILES	D2 potentiator	D2 ag	RXFP1 agonist	D1 ag	TRHR enhancer	D1 PAM	D1 antag	D2 antagonist	RXFP1 antag
COc1ccccc1/C=C1\SC(=O)N(CCC(=O)N(C)C2CCS(=O)(=O)C2)C1=O (configuration not stated)	9	0.5	-0.4%	3	-21	2	1	-11	-6
COc1ccc(CN(CCCN2CCOCC2)C(=O)Nc2ccccc2)cc1OC	-3	0.1	-0.5%	0	-1	-3	-22	-2	8
CCNS(=O)(=O)c1ccc(NC(=O)c2ccccc2SCCOC)cc1	9	0.8	-4.0%	3	-9	-9	-7	10	-11
Cc1ccc(Cl)cc1N1CCN(C(=O)c2ccccc2SCC(=O)N2CCCC2)CC1	-10	-0.3	0.1%	3	-3	-4	-26	-26	-1
COCC(=O)N1CCCC(C(=O)c2ccc(Oc3ccccc3)cc2)C1 (configuration not stated)	-2	0.5	1.9%	7	-2	-2	-5	-10	-8
Cc1ccc(C)n1-c1ccc(C(=O)NN)s1	7	1.7	-0.5%	2	-1	-5	-19	-19	1
Cc1cc(C)c2cc(C(=O)N3CCC(N4CCCCC4)CC3)[nH]c2c1	-3	0.1	3.3%	1	2	3	4	18	8
Fc1ccccc1Cn1nnc2c(NCCc3ccccn3)ncnc21	5	-0.9	1.9%	2	5	2	-2	-9	2
CN(CC(=O)Nc1ccc(OC(F)(F)F)cc1)C1CCCCC1	-6	3.0	1.7%	8	-5	-3	-27	1	?
COC(=O)c1ccc2nc(C)cc(Nc3ccc(N(C)C)cc3)c2c1	1	-1.4	-2.3%	1	14	-7	-13	-18	.
O=C(CCCCCNc1nc(=S)[nH]c2ccccc12)NCc1ccccc1Cl	3	-0.4	6.0%	2	0	1	1	1	.
CN(CC(=O)O)S(=O)(=O)c1ccc2oc3ccccc3c2c1	3	0.0	0.4%	4	4	3	9	-3	-4
C/C=C/C=C(/NC(=O)c1ccccc1)C(=O)Nc1ccccc1	.	.	-1.8%	3	-2	5	-2	.	-2
Cc1cc(C)cc(N(CC(=O)N2CCC(C)CC2)S(=O)(=O)c2ccccc2)c1	-13	-0.6	0.5%	2	1	-4	9	-18	6
